Source: PubChem
NPC1 prom act = qHTS Assay for NPC1 Promoter Activators; Huh7 NPC1 promoter luciferase reporter, 24 h; 320,000 compounds, 2.4% hits; AID 485313, 2010; Potency, µM (titrated, usually from 9.22 µM), without a hit: at the highest dose activation, most hits filed as activators;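 further: potency means the concentration at half of the fitted maximal effect; % of control where 0% means no effect; nearly all actives have a fitted effect of over 60% in size; reporter is driven by a mutant NPC1 promoter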
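Luminescence read-out of NPC1 promoter-driven luciferase in stably transfected Huh7 cells; compounds delivered in DMSO and left 24 h at 37C, 5% CO2, qHTS titration format.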
Mito fusion act = qHTS Assay for Small Molecule Inhibitors of Mitochondrial Division or Activators of Mitochondrial Fusion | Potency, µM (series often up to 46.1 µM), inactives show at the highest dose growth rescue (activation), hits mostly activators | S. cerevisiae fusion-defective mutant growth rescue, CellTiterGlo 48 h | 320,000 compounds, 0.23% hits;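 further: potency means the concentration at half of the fitted maximal effect; % of control where 0% means no effect; nearly all actives have a fitted effect of over 45% in size; temperature-sensitive fusion mutants such as fzo1-1 at 37 °C on non-fermentable ethanol glycerol medium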
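Luminescent cell viability in 1536-well qHTS format served as the measure of rescued growth in ts fusion-mutant S. cerevisiae cultured on non-fermentable YPEG for 48 hours at 37C.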
Menin MLL FP TR = qHTS Assay for Inhibitors Targeting the Menin-MLL Interaction in MLL Related Leukemias: Competition With Texas Red Labeled MLL-derived Mutant Peptide; O00255; Menin + Texas Red MLL mutant peptide, fluorescence polarization; Potency, µM (titrated, usually from 61.6 µM), without a hit: top-dose FP activity change, negative = inhibition, usual class: inhibitors; 270,000 compounds, 0.23% hits; AID 1768, 2009; active means well fitted inhibition curve with a large enough effect in the polarisation, with a control signal flat, not every such curve was filed as active; inconclusive means small, poorly fitted or top-dose-only effect, or effect the other way, or a change in a side signal; inactive means no such curve, though single readings can be large or run the other way; the % refers to the polarisation; further: potency means the concentration at half of the fitted maximal effect; % of control where 0% means no effect; many of its hits are not listed in these tables
PKM2 act = qHTS Assay for Activators of Human Muscle isoform 2 Pyruvate Kinase | Pyruvate kinase PKM (Homo sapiens), P14618 | purified PKM2, Kinase-Glo ATP luminescence, activation; response scale: 0% is enzyme alone, no compound | Potency, µM (top dose mostly 57.5 µM), without a hit: at the top dose activation, usual class: activators | 260,000 compounds, 0.34% hits | AID 1631, 2009; further: potency means the concentration at half of the fitted maximal effect; on the % scale 0 is the no-effect control and ±100 the full control effect; nearly all actives have a fitted effect of over 55% in size
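Purified hPK-M2 (>95%) run at intermediate activity with 0.1 mM ADP and 0.5 mM PEP in 50 mM imidazole pH 7.2, KCl, MgCl2; 1 h room temperature. ATP formed read by Kinase-Glo luminescence; normalized to uninhibited and no-enzyme controls.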
ELG1 DNA repair = qHTS screen for small molecules that inhibit ELG1-dependent DNA repair in human embryonic kidney (HEK293T) cells expressing luciferase-tagged ELG1 | Potency, µM (series often up to 46.1 µM), inactives show at the highest dose activity change, negative = inhibition, hits mostly inhibitors | 330,000 compounds, 2.3% hits | HEK293T ELG1-luciferase reporter, luminescence, 16 h; DNA damage induced by 5-fluorouridine; further: potency means the concentration at half of the fitted maximal effect; on the % scale 0 is the no-effect control and ±100 the full control effect; nearly all actives have a fitted effect of over 55% in size
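Reporter activity after DNA damage by 5-fluorouridine is monitored. Compound-treated cells incubate 16 hr at 37 °C, then ONE-Glo is added for 30 min before luminescence reading.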
Gal4-VP16 FLuc = VP16 counterscreen qHTS for inhibitors of ROR gamma transcriptional activity | Drosophila S2 Gal4-VP16 UAS-luciferase, luminescence, 20 h | Potency, µM (top dose mostly 53.6 µM), for inactives: top-dose activity, negative = inhibition, usual class: inhibitors | 310,000 compounds, 3.5% hits | AID 2546, 2010;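 further: Gal4-VP16 expression switched on by copper sulfate through the metallothionein promoter; potency means the concentration at half of the fitted maximal effect; on the % scale 0 is the no-effect control and ±100 the full control effect; nearly all actives have a fitted effect of over 50% in size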
RORgamma inh = qHTS for inhibitors of ROR gamma transcriptional activity | Nuclear receptor ROR-gamma (Mus musculus), P51450 | Potency, µM (doses to about 53.6 µM), inactives show at the highest dose activity change, negative = inhibition, hits mostly inhibitors | Drosophila S2 Gal4-RORgamma UAS-luciferase reporter, 20 h | 310,000 compounds, 5.4% hits; further: potency means the concentration at half of the fitted maximal effect; on the % scale 0 is the no-effect control and ±100 the full control effect; nearly all actives have a fitted effect of over 60% in size
Target sequence (P51450 whole entry, looked up, the tested form may be a part): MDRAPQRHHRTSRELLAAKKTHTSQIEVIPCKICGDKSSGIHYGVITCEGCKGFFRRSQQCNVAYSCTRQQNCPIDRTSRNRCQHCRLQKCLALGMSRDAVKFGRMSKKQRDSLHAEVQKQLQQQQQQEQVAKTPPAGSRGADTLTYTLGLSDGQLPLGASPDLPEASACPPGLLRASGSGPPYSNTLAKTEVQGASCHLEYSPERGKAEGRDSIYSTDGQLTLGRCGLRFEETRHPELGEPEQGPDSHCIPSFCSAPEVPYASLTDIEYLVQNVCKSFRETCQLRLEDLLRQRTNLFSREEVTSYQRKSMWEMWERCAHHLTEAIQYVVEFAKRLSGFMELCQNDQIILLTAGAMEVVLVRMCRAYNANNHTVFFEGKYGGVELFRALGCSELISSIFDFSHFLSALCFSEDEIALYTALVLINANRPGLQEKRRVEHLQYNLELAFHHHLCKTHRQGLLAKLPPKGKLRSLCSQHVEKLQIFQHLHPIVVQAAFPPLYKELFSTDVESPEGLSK
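In this cell-based reporter format, copper sulfate (700 uM final) drives Gal4–ROR gamma fusion expression from a metallothionein promoter in Drosophila Schneider cells; compounds preincubated 1 hr, reporter read after 20 hr at ambient temperature.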
Rab9 prom act = qHTS Assay for Rab9 Promoter Activators; Huh7 Rab9 promoter-luciferase reporter, luminescence, 24 h; Potency, µM (highest dose often 9.22 µM), for inactives: top-dose activation, negative = inhibition, hits mostly activators; 320,000 compounds, 2.8% hits; AID 485297, 2010; further: potency means the concentration at half of the fitted maximal effect; % of control where 0% means no effect; nearly all actives have a fitted effect of over 60% in size
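Stable Rab9-luc Huh7, 1500 cells/well, 2 h settle; cmpd in DMSO, 24 h, 37 °C/5% CO2; luciferase reagent 10 min RT; luminescence.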
KCNH2 3.1 block = qHTS for Inhibitors of KCHN2 3.1: Mutant qHTS; Potassium voltage-gated channel subfamily H member 2, brain isoform KCNH2 3.1 (human); U2OS KCNH2 3.1, thallium flux FluxOr; active compounds read low; activity change, % (tested at about 1.8 µM); 340,000 compounds, 0.95% hits; AID 720553, 2013;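 active means maximum activity change below -70%; inconclusive means maximum activity change from -70% to -50%; inactive means maximum activity change above -50%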;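 further: thallium influx rate constant from kinetic fluorescence after stimulation buffer; on the % scale 0 is the no-effect control and ±100 the full control effect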
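Channel expression came from 3.1 mutant virus (1.77 x 10^8 /mL) applied to suspended U2OS cells for 4 h. Flux was tracked with FluxOr dye plus Red40 quencher, and kinetic rate constants normalized to controls.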
FLuc counter = qHTS profiling assay for firefly luciferase inhibitor/activator using purifed enzyme and Km concentrations of substrates (counterscreen for miR-21 project); Potency, µM (top dose mostly 57.5 µM), for inactives: at the highest dose activity change, negative = inhibition, most hits filed as inhibitors; purified FLuc, Km substrates, luminescence inhibition; 360,000 compounds, 6.9% hits; Luciferin 4-monooxygenase (Photinus pyralis), P08659;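 further: potency means the concentration at half of the fitted maximal effect; plate controls were vehicle for no effect and reference inhibitor for full effect; nearly all actives have a fitted effect of over 55% in size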
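Biochemical qHTS of compounds, final roughly 60 µM downward over six points, against 10 nM purified firefly luciferase using Km concentrations of substrates (10 uM D-luciferin, 10 uM ATP) in Tris acetate pH 7.5 buffer; luminescence output.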
MBNL1-CUG inh = qHTS Assay for Inhibitors of MBNL1-poly(CUG) RNA binding | TR-FRET MBNL1-His/biotin-(CUG)12 binding, 665/545 ratio | Potency, µM (doses to about 57.5 µM), for inactives: at the highest dose activity change, negative = inhibition, usual class: inhibitors | 280,000 compounds, 0.036% hits | AID 2675, 2010; active means well fitted inhibition curve with a large enough effect in the signal ratio, with a control signal flat, not every such curve was filed as active; inconclusive means small, poorly fitted or top-dose-only effect, or effect the other way, or a change in a side signal; inactive means no such curve, though single readings can be large or run the other way; the % refers to the signal ratio; further: potency means the concentration at half of the fitted maximal effect; on the % scale 0 is the no-effect control and ±100 the full control effect
Target sequence (Q9NR56 whole entry, looked up): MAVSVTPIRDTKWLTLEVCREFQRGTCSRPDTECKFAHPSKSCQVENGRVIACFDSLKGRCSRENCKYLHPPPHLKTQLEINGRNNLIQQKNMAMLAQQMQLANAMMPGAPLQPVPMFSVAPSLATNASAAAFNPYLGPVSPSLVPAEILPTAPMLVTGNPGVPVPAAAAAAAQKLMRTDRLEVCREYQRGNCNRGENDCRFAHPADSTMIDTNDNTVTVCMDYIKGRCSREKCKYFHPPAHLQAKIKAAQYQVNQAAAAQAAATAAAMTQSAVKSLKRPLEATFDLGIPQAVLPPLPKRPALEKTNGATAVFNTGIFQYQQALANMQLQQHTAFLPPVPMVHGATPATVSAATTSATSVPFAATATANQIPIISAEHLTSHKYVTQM
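Inhibition of protein-RNA binding appears as loss of TR-FRET between terbium anti-His antibody on MBNL1-His and streptavidin-XL665 on biotin-(CUG)12. Activity is normalized to buffer-only and uninhibited-complex controls.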
* = called active by the depositor; ? = inconclusive; · = no result given; & = joins results of further samples; [ ] = another dose, or the depositor's remark. Unless noted, the call rests on the fitted dose curve; in most records, active means well fitted curve in the direction sought with a large enough effect; inconclusive means small, poorly fitted or top-dose-only effect, or another doubt; inactive means no such curve, though single readings can be large; an effect the other way counts as inactive or inconclusive. Not all compounds are listed; rates above refer to the full screens.

SMILES | NPC1 prom act | Mito fusion act | Menin MLL FP TR | PKM2 act | ELG1 DNA repair | Gal4-VP16 FLuc | RORgamma inh | Rab9 prom act | KCNH2 3.1 block | FLuc counter | MBNL1-CUG inh
COCCCNC(=S)NNC(=O)c1ccc(C(C)(C)C)cc1 | -2.1% | -3.1% | · | 0.5% | ? | -20.2% | -42.3% | -1.6% | 26.6 | -3.9% | ·
COC(=O)C1=C(c2ccc(OC)c(OC)c2)C[C@@H]2CC[C@H]1N2C(=O)N1CCc2cc(OC)c(OC)cc2C1 | -2.3% | -3.0% | · | · | ? | · | · | 1.5% | 8.6 | 3.5% | ·
Cc1cccc(OCC(=O)N2CCN(Cc3cccnc3)CC2)c1 | -5.7% | 4.3% | -14.2% | 5.7% | 0.1% | 15.7% | 16.7% | 3.4% | -1.2 | -0.3% | -11.7%
CC(=O)Nc1ccc(OC(=O)N(C)C)cc1 | -1.1% | -3.0% | 9.4% | 6.8% | 5.5% | -6.0% | 4.6% | 0.0% | -0.1 | -0.2% | -3.6%
Clc1ccc(Cn2ccnc2)cn1 | -6.8% | -3.9% | 27.7% | 3.2% | -16.5% | 5.8% | 15.5% | 2.2% | 7.3 | -0.3% | 11.6%
COc1cccc(-n2c(-c3ccoc3)nc3ccccc3c2=O)c1 | 0.8% | 8.2% | -6.6% | -4.0% | ? | 0.7% | 4.3% | -0.1% | -14.4 | ? | 4.2%
COc1ccc(C(O)P(=O)(OCC(C)C)c2ccc(N(C)C)cc2)c(OC)c1 (stereo not given) | 0.2% | 1.8% | ? | · | 9.8% | 3.7% | 0.4% | -2.3% | 12.4 | 2.2% | -4.2%
CCOc1ccc(NC(=O)c2c(C)nn(Cc3ccccc3)c2Cl)cc1 | -2.4% | -2.8% | 33.5%[activator] | -0.7% | -1.6% | -5.0% | -38.9% | 0.0% | 19.1 | 5.2% | 5.6%
CCC(C)(C)NC(=O)Cn1c(=O)oc2cc(S(=O)(=O)N3CC(C)CC(C)C3)ccc21 (stereo not given) | -3.5% | -3.1% | 25.3% | · | 1.6% | -26.6% | ? | -1.5% | -30.9 | 2.0% | 4.4%
O=C(Nc1ccc(Cl)cc1C(=O)c1ccccc1Cl)c1ccco1 | -1.9% | 0.3% | 21.9% | -2.3% | -1.8% | -4.0% | 0.1% | -3.5% | -16.2 | -7.0% | -8.9%
COc1ccc(NC(=O)c2cn(CCC#N)nc2-c2cccc(Br)c2)cc1 | 0.5% | 1.3% | ? | 2.8% | 6.8% | -11.8% | 18.9% | 0.4% | -23.4 | 2.0% | 6.1%
CC(=O)N1N=C(c2cccnc2)OC1c1ccccc1Cl (stereo not given) | -1.3% | 1.9% | · | 16.1% | -2.5% | -6.6% | -7.6% | -1.6% | -1.2 | 1.0% | -6.1%
CCOc1cc2c(cc1OCC)-n1cccc1C(c1cccc(OCC)c1O)NC2 (stereo not given) | -1.2% | -20.9% | ? | · | ? | -1.1% | 9.7% | -1.1% | -30.7 | 3.4% | -0.3%
Cc1ccsc1C(=O)C1CCCN(Cc2cccc(OCCO)c2)C1 (stereo not given) | -2.7% | -8.6% | -0.3% | 1.6% | 5.6% | -1.5% | 7.9% | -4.5% | -8.8 | -0.7% | -2.8%
COC(=O)C1=C(c2ccc(F)cc2F)C[C@@H]2CC[C@H]1N2C(=O)N1CCC(C)CC1 | -4.3% | 11.6% | · | · | 8.2% | · | · | -4.9% | 12.1 | 0.3% | ·
CC1CN=C(Nc2cccc3ccccc23)S1 (stereo not given) | 16.2% | -9.4% | -0.7% | -1.1% | ? | -1.4% | ? | 5.7% | -17.6 | ? | 3.7%
CCCN(CC#CCOc1ccc(OC)cc1)CCC | -3.3% | -1.2% | -25.2% | 6.5% | -6.8% | 1.9% | 0.4% | -0.5% | -4.6 | -0.8% | -11.3%
Cc1c(C(c2ccc(O)cc2)c2c(O)c3ccccc3oc2=O)c(=O)n(-c2ccccc2)n1C (stereo not given) | 0.1% | -3.4% | 5.3% | -0.7% | 13.4% | -3.6% | 5.1% | -4.8% | -9.7 | 0.6% | -20.5%
Cc1ccsc1C(=O)C1CCCN(Cc2cnc(N)nc2)C1 (stereo not given) | 4.3% | -1.5% | · | -4.5% | 17.6% | -8.2% | 37.6% | -2.5% | 15.1 | -2.4% | 1.7%
COc1cccc(-c2nn(Cc3ccccc3)cc2C(=O)O)c1 | -4.8% | 7.4% | 1.0% | 1.3% | 4.6% | 3.7% | -10.3% | -0.5% | -12.9 | 4.8% | -4.5%
C[C@H]1COC2=C1C(=O)C(=O)c1c2ccc2c1CCCC2(C)C | -1.8% | 6.8% | ? | -0.4% | ? | -11.3%&1.7% | -8.3%&-30.1% | 14.5% | -1.6 | 21.3µM* | ?
O=C(Cc1ccccc1)Oc1cccc(-n2cnnn2)c1 | -9.0% | -2.9% | 1.2% | 12.4% | -0.4% | -1.4% | 5.3% | -3.0% | 0.8 | -6.0% | -2.2%
CCOC(=O)N(CC)c1ccc(C(O)(C(=O)OCC)C(F)(F)F)cc1 (stereo not given) | 1.2% | 1.5% | 1.3% | 1.3% | 2.0% | -12.2% | 18.7% | 12.8% | 6.0 | -1.5% | -7.2%
COP(=O)(OC)C(NC(=O)/C=C/c1ccccc1)C(Cl)(Cl)Cl (stereo not given) | 0.1% | -2.8% | -15.0% | 0.6% | 19.6% | 20.1% | 3.1% | -1.5% | -3.6 | -3.2% | -8.0%
O=Cc1ccc(O)c(O)c1 | 0.9% | -2.6% | 15.4% | -6.4% | 3.7% | -3.3% | -29.0% | -36.3%[inhibitor] | -5.3 | 3.1% | 7.1%
COc1cccc(C(=O)C2CCCN(Cc3ccon3)C2)c1 (stereo not given) | -0.3% | -3.3% | -22.0% | -7.4% | -1.9% | -23.5% | -6.6% | 0.3% | 1.1 | 0.2% | -4.9%
COc1ccc2c(c1)c(CCN1CCOCC1)c(C)n2C(=O)c1cccc(Cl)c1Cl | -17.4%[46.1 µM] | ? | 9.6% | -4.3% | · | -11.1% | -4.4% | -20.0%[46.1 µM] | · | · | ·
O=c1[nH]c(=O)n(Cc2ccco2)c(O)c1C=NCCN1CCOCC1 | -0.2% | -0.6% | 1.4% | -1.9% | -1.7% | -0.6% | -5.6%[10 µM] | -2.3% | 6.2 | -0.8% | 1.4%
CC(C)CNP(=S)(c1ccccc1)C(C)(C)C (stereo not given) | -4.5% | -0.4% | · | 0.7% | -18.7% | ? | 7.94µM* | 2.9% | -16.8 | 0.0% | -9.4%
Cc1ccc(-n2c(O)c(C=NCC3CCCO3)c(=O)[nH]c2=O)c(C)c1 (stereo not given) | -3.5% | -2.4% | · | -7.4% | ? | -8.6% | 1.1% | 0.8% | 25.7 | 0.9% | -17.9%
CN(C)c1ccc(/C=C2/C(=O)NC(=O)N(CCc3ccc(F)cc3)C2=O)cc1 | -0.2% | -4.8% | 2.8% | 10.0% | ? | 2.2% | 0.4% | 1.4% | 6.6 | -13.7% | -1.6%
CN1CCN(c2cn[nH]c(=O)c2Cl)CC1 | 0.1% | -8.1% | 0.8% | 0.0% | -2.6% | -1.5% | -14.5% | -1.0% | -1.6 | -1.6% | -12.0%
Cc1cc(C)cc(C(=O)N(CCc2ccccc2)C2=CC3CCC(C2)N3C)c1 (stereo not given) | -5.1% | 1.4% | -15.5% | -6.2% | 7.6% | -28.8% | 12.6µM* | 1.4% | 3.9 | -1.2% | -3.2%
